Tcruzi prolif: blocks T. cruzi growth in NIH3T3 culture | inhibition, % at 8.34 µM | T. cruzi beta-gal in NIH3T3, GalScreen luminescence, 90 h | actives 5.9% (n = 77,000);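 active = mean inhibition above about 93%, with at least 55% of replicates each passing it, limit read from the data, passing the limit was not always enough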
KDM4C inh: blocks human GASC-1 (KDM4C) demethylase activity. inhibition, % at 12.5 µM. Q9H3R0. GST-KDM4C 2-372, H3K9me3 peptide, LANCE TR-FRET. actives 0.15% (n = 96,000). AID 720574;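 active = mean replicate inhibition above about 25%, with at least 55% of replicates also reaching it, limit read from the data, passing the limit was not always enough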
Target sequence (Q9H3R0 2-372 limits assumed): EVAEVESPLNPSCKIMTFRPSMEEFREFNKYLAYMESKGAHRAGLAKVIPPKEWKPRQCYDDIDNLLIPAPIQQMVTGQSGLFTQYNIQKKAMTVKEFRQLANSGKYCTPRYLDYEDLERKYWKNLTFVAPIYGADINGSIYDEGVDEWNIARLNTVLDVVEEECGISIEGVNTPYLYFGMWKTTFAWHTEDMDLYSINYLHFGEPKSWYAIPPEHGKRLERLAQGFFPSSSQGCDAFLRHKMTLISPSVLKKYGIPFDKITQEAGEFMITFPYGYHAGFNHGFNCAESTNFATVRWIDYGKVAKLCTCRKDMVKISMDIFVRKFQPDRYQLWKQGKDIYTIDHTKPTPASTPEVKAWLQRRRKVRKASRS
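Material: N-terminal GST-fused human GASC-1 (KDM4C) fragment, residues 2-372. Input: 10 nM enzyme. Incubation: enzyme reaction 30 min, then detection 60 min, both room temperature. Doses: one test concentration per compound. Read-out basis: inhibition from TR-FRET ratio decrease. Detection: LANCE TR-FRET, excitation 340 nm, emissions 618 and 671 nm.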
C diff HTS: inhibitors of Clostridium difficile growth; Clostridium difficile clinical isolate growth, OD600, 24 h; active compounds read low; growth activity, negative = inhibition, % at 16 µg/mL (by protocol); actives 0.25% (n = 86,000);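 active = mean growth activity at or below -80% and every replicate also at or below -80%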;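 note: 0% = DMSO wells and -100% = levofloxacin 16 µg/mL wells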
Pf Dd2 inh: P. falciparum Dd2 growth inhibition; SYBR Green, 72 h; active compounds read low; activity change, % at 10 µM; actives 2.3% (n = 94,000); AID 1159554; in the data active = activity change below about -80%
An asterisk follows results filed as active; . = no result given; & = joins results of further samples.

#1 O=C(C[C@@H]1C=C[C@@H](NC(=O)c2ccc(F)cc2)[C@H](CO)O1)NCCc1ccccc1
#2 COc1cccc(C(=O)Nc2ccc3c(c2)OC[C@H](C)N(C)C[C@@H](C)[C@@H](OC)CN(C)C3=O)c1
#3 COc1cccc(NC(=O)N[C@H]2C=C[C@@H](CC(=O)NCc3ccncn3)O[C@@H]2CO)c1
#4 Cc1cccc(S(=O)(=O)N2C[C@@H](O)COC[C@@H]3O[C@@H](CC(=O)N4CCN(C)CC4)CC[C@H]32)c1
#5 O=C(N[C@@H]1CC[C@H](CCn2cc(-c3ccccn3)nn2)O[C@@H]1CO)c1ccccc1
#6 C[C@@H]1CCCCO[C@@H](CN(C)C(=O)Nc2ccc(F)cc2)[C@H](C)CN([C@@H](C)CO)C(=O)c2cc(NC(=O)Cc3ccccc3)ccc2O1
#7 CCN1[C@@H]2c3ccc(-c4ccccc4)c(=O)n3C[C@@H]2[C@@H](CO)[C@@H]1C(=O)NCCc1cn(C)cn1
#8 C[C@@H]1CN([C@@H](C)CO)C(=O)c2cc(NS(=O)(=O)c3ccc(F)cc3)ccc2O[C@@H]1CN(C)C(=O)Nc1cccc2ccccc12

Compound,1,2,3,4,5,6,7,8
Pf Dd2 inh,2.8,13.7,-13.7,-5.6,.,-37.6,-0.6,-13.2
C diff HTS,0.3,-1.4,.,-4.4,0.3,-1.4,-3.3,-2.2
Tcruzi prolif,-40.0,-34.1,11.9,10.7,.,83.7,23.5,34.0
KDM4C inh,0.7,0.4,2.2,-1.8,2.3,-1.2,9.6,-0.8

#9 O=C1CNC[C@@H]2[C@@H](c3ccc(C#Cc4cccnc4)cc3)[C@@H](CO)N12
#10 C[C@@H]1CN([C@@H](C)CO)C(=O)c2cc(C#CC3(O)CCCC3)cnc2O[C@H]1CN(C)S(=O)(=O)c1ccccc1
#11 CC(=O)N1[C@H](CNC(=O)C2CC2)[C@@H](c2ccc(-c3cccc(F)c3)cc2)[C@@H]1CO
#12 O=C(C[C@H]1C=C[C@H](NC(=O)Nc2ccc(F)cc2)[C@@H](CO)O1)NCCN1CCCC1
#13 CO[C@H]1CN(C)C(=O)c2ccc(NC(=O)C3CC3)cc2OC[C@@H](C)N(C)C[C@H]1C
#14 C/C=C/c1ccc2c(c1)O[C@H](CN(C)Cc1ccccc1F)[C@@H](C)CN([C@H](C)CO)S2(=O)=O
#15 CN(C)CC(=O)N1[C@@H]2c3cccc(=O)n3C[C@H]1[C@H](CO)[C@H]2C(=O)NCc1ccccc1
#16 C[C@@H]1CCCCO[C@@H](CN(C)C)[C@H](C)CN([C@H](C)CO)C(=O)c2cc(NS(=O)(=O)c3ccccc3)ccc2O1

Compound,9,10,11,12,13,14,15,16
Pf Dd2 inh,17.1,3.9,-2.9,23.7,24.8,-20.1,.,44.5
C diff HTS,16.6,-2.2,-8.0,.,.,12.3,0.9,-6.1
Tcruzi prolif,.,-30.5,98.8*,-10.3,.,77.0,1.0,63.8
KDM4C inh,-0.2,0.2,-1.2,0.1,4.7,-0.5,1.1,-1.8

A run of entries taken from the entries so far:
#8 C[C@@H]1CN([C@@H](C)CO)C(=O)c2cc(NS(=O)(=O)c3ccc(F)cc3)ccc2O[C@@H]1CN(C)C(=O)Nc1cccc2ccccc12
#9 O=C1CNC[C@@H]2[C@@H](c3ccc(C#Cc4cccnc4)cc3)[C@@H](CO)N12
#10 C[C@@H]1CN([C@@H](C)CO)C(=O)c2cc(C#CC3(O)CCCC3)cnc2O[C@H]1CN(C)S(=O)(=O)c1ccccc1
#11 CC(=O)N1[C@H](CNC(=O)C2CC2)[C@@H](c2ccc(-c3cccc(F)c3)cc2)[C@@H]1CO
#12 O=C(C[C@H]1C=C[C@H](NC(=O)Nc2ccc(F)cc2)[C@@H](CO)O1)NCCN1CCCC1
#13 CO[C@H]1CN(C)C(=O)c2ccc(NC(=O)C3CC3)cc2OC[C@@H](C)N(C)C[C@H]1C
#14 C/C=C/c1ccc2c(c1)O[C@H](CN(C)Cc1ccccc1F)[C@@H](C)CN([C@H](C)CO)S2(=O)=O
#15 CN(C)CC(=O)N1[C@@H]2c3cccc(=O)n3C[C@H]1[C@H](CO)[C@H]2C(=O)NCc1ccccc1
#16 C[C@@H]1CCCCO[C@@H](CN(C)C)[C@H](C)CN([C@H](C)CO)C(=O)c2cc(NS(=O)(=O)c3ccccc3)ccc2O1

Compound,8,9,10,11,12,13,14,15,16
Pf Dd2 inh,-13.2,17.1,3.9,-2.9,23.7,24.8,-20.1,.,44.5
C diff HTS,-2.2,16.6,-2.2,-8.0,.,.,12.3,0.9,-6.1
Tcruzi prolif,34.0,.,-30.5,98.8*,-10.3,.,77.0,1.0,63.8
KDM4C inh,-0.8,-0.2,0.2,-1.2,0.1,4.7,-0.5,1.1,-1.8

(list continues)
#17 C[C@@H](NC(=O)C[C@H]1C=C[C@H](NC(=O)CN2CCOCC2)[C@@H](CO)O1)c1ccccc1
#18 COc1cccc(CN2[C@H](CO)[C@H](c3ccccc3)C23CN(C(=O)C2CCCC2)C3)c1
#19 COc1cccc(S(=O)(=O)Nc2ccc3c(c2)C(=O)N(C)C[C@@H](OC)[C@@H](C)CN(C(=O)Cc2cccnc2)[C@H](C)CO3)c1
#20 C[C@H](CO)N1C[C@H](C)[C@H](CN(C)C(=O)NC2CCCCC2)Oc2c(NC(=O)Nc3cccc4ccccc34)cccc2C1=O
#21 C[C@@H]1CN([C@@H](C)CO)C(=O)Cc2cc(NS(=O)(=O)c3ccc(Cl)cc3)ccc2O[C@H]1CN(C)Cc1ccc(C(F)(F)F)cc1
#22 CC(C)NC(=O)N(C)C[C@H]1Oc2ccc(NS(=O)(=O)c3ccc(F)cc3)cc2C(=O)N([C@@H](C)CO)C[C@@H]1C
#23 C[C@@H]1CN([C@H](C)CO)C(=O)Cc2cc(N(C)C)ccc2O[C@@H]1CN(C)Cc1ccc(Oc2ccccc2)cc1
#24 C/C=C/c1ccc([C@@H]2[C@H]3CN(S(=O)(=O)c4ccc(F)cc4)CCCCN3[C@H]2CO)cc1

Compound,17,18,19,20,21,22,23,24
Pf Dd2 inh,15.3,-40.1,-5.8,-57.1,-1.5,25.9,0.9,-23.5
C diff HTS,.,6.7,.,-6.9,77.9,5.4,0.8,11.1
Tcruzi prolif,24.2,.,.,49.3,-1.9,13.3,40.1,95.9
KDM4C inh,1.3,.,0.3,-1.0,-2.1,-2.7,0.6,0.3

#25 CO[C@@H]1CN(C)C(=O)c2cc(NS(=O)(=O)c3cn(C)cn3)ccc2OC[C@@H](C)N(Cc2cccc(F)c2)C[C@@H]1C
#26 O=C(C1CC1)N1C[C@@H]2N[C@H](C1)C2c1ccc(/C=C/c2ccccc2)cc1 (stereo partly specified)
#27 CC(=O)N(C)C[C@H]1OCc2ccccc2-c2c(n(C)c3ccccc23)C(=O)N([C@H](C)CO)C[C@@H]1C
#28 C[C@@H]1CN([C@@H](C)CO)C(=O)c2cccc(NC(=O)c3ccc(-c4nccs4)cc3)c2O[C@@H]1CN(C)C(=O)Nc1ccccc1
#29 O=C(c1ccccn1)N1CC(=O)N2[C@H](C1)[C@H](c1ccc(C#CCc3ccccc3)cc1)[C@@H]2CO
#30 CC(C)CC#Cc1ccc2c(c1)O[C@@H](CN(C)C(=O)c1ccncc1)[C@H](C)CN([C@H](C)CO)S2(=O)=O
#31 CC(=O)NC[C@@H]1[C@@H](c2ccc(-c3cccnc3)cc2)[C@H](CO)N1C(=O)C1CCC1
#32 Cc1noc(C)c1NC(=O)Nc1cccc2c1O[C@@H](CN(C)Cc1ccc(Oc3ccccc3)cc1)[C@@H](C)CN([C@@H](C)CO)C2=O

Compound,25,26,27,28,29,30,31,32
Pf Dd2 inh,-3.4,0.8&3.0,10.3,-63.8,-16.4,-35.2,9.3,0.0
C diff HTS,.,-7.0&29.2,.,-2.2,6.5,13.7,-5.9,3.2
Tcruzi prolif,.,.,5.6,31.4,.,86.3,-28.0,12.1
KDM4C inh,0.2,-0.1&-2.8,0.0,-3.6,-0.1,-1.6,-0.5,-0.4

#33 CC(C)NC(=O)Nc1ccc2c(c1)CC(=O)N([C@@H](C)CO)C[C@@H](C)[C@@H](CN(C)C(=O)Nc1ccccc1)O2
#34 CCC(=O)N(C)C[C@@H]1Oc2ncc(C3=CCCC3)cc2C(=O)N([C@H](C)CO)C[C@@H]1C
#35 COc1ccc(NC(=O)Nc2ccc3c(c2)C(=O)N([C@H](C)CO)C[C@@H](C)[C@@H](CN(C)C(=O)Nc2ccc(OC)cc2)O3)cc1
#36 C[C@@H]1CN([C@H](C)CO)C(=O)c2cc(NC(=O)Cc3ccccc3)ccc2O[C@H]1CN(C)C(=O)Nc1ccc2c(c1)OCO2
#37 C[C@@H]1CN([C@@H](C)CO)C(=O)c2cc(NC(=O)C3CCCCC3)ccc2O[C@@H](C)CCCCO[C@@H]1CN(C)Cc1ccccc1
#38 COCCNC(=O)C[C@H]1CC[C@@H](NS(=O)(=O)c2ccc(C)cc2)[C@H](CO)O1
#39 C[C@@H]1CCCCO[C@H](CN(C)S(=O)(=O)c2ccc(F)cc2)[C@H](C)CN([C@@H](C)CO)C(=O)c2cc(NC(=O)Nc3ccc4c(c3)OCO4)ccc2O1
#40 CCC(=O)NC[C@H]1[C@@H](c2ccc(-c3ccccc3)cc2)[C@@H](CO)N1C(=O)C1CC1

Compound,33,34,35,36,37,38,39,40
Pf Dd2 inh,14.7,39.0,0.4,-5.4,-23.3,-5.5,-81.3*,13.3
C diff HTS,-1.8,1.4,1.7,-4.1,-1.8,0.4,-13.0,-4.5
Tcruzi prolif,8.5,-31.8,6.6,19.1,96.7,.,100.1*,17.6
KDM4C inh,-1.1,1.7,0.0,1.8,2.0,0.5,-1.9,-0.8

#41 COc1ccccc1S(=O)(=O)N1[C@@H]2CNC[C@H]1C2c1ccc(-c2ccccc2)cc1 (stereo partly specified)
#42 COc1cccc(-c2ccc3c(c2)O[C@H](CN(C)C(C)=O)[C@H](C)CN([C@@H](C)CO)S3(=O)=O)c1
#43 CC(C)(C)[S@](=O)N1Cc2cc(C(=O)NCCc3ccncc3)nc(-c3cccc(-c4ccncc4)c3)c2[C@@H]1CCO
#44 COc1cccc(S(=O)(=O)N(C)C[C@H]2Oc3cc(C#CCN(C)C)ccc3S(=O)(=O)N([C@H](C)CO)C[C@H]2C)c1
#45 CN1C(=O)c2cc(NC(=O)c3cccc(F)c3)ccc2OC[C@@H]2O[C@H](CC(=O)Nc3ccccc3)CC[C@H]21
#46 O=C(NCC[C@H]1CC[C@H](NC(=O)C2CC2)[C@H](CO)O1)c1cc(Cl)cc(Cl)c1
#47 CCCC#Cc1ccc2c(c1)O[C@@H](CN(C)C(=O)CC1CC1)[C@H](C)CN([C@H](C)CO)S2(=O)=O
#48 CO[C@H]1CN(C)C(=O)c2ccc(NS(C)(=O)=O)cc2OC[C@H](C)NC[C@@H]1C

Compound,41,42,43,44,45,46,47,48
Pf Dd2 inh,6.6&15.1,9.9,-33.5,-67.9,-34.8,.,-45.4,-23.5
C diff HTS,-8.0&8.7,-6.4,.,14.2,2.3,-3.6,-7.0,-1.8
Tcruzi prolif,.,-6.3,-47.2,75.2,70.4,.,112.5*,.
KDM4C inh,0.6&-0.3,-0.9,-0.9,2.8,-1.5,-1.2,-1.7,.

#49 C[C@@H]1CN([C@H](C)CO)C(=O)Cc2cc(NC(=O)CCC(F)(F)F)ccc2O[C@@H]1CN(C)CC1CCCCC1
#50 C[C@@H]1CN([C@H](C)CO)C(=O)c2cc(NC(=O)Cc3cn(C)c4ccccc34)ccc2O[C@H]1CN(C)Cc1ccc2c(c1)OCO2
#51 C[C@H]1CN([C@@H](C)CO)C(=O)c2cc(C#Cc3ccccc3F)cnc2O[C@@H]1CN(C)S(=O)(=O)c1ccccc1
#52 COc1ccc2c3c(n(C)c2c1)[C@@H](CO)N(Cc1ccc(F)cc1)CC31CCN(CC2CCOCC2)CC1

Compound,49,50,51,52
Pf Dd2 inh,-3.9,-20.2,-73.2,-48.6
C diff HTS,-3.5,1.0,-11.9,4.5
Tcruzi prolif,57.8,.,128.0*,.
KDM4C inh,1.1,-0.5,-1.2,0.9

Sorted by SMILES length (largest number first): 3 of the compounds above
#51 C[C@H]1CN([C@@H](C)CO)C(=O)c2cc(C#Cc3ccccc3F)cnc2O[C@@H]1CN(C)S(=O)(=O)c1ccccc1
#49 C[C@@H]1CN([C@H](C)CO)C(=O)Cc2cc(NC(=O)CCC(F)(F)F)ccc2O[C@@H]1CN(C)CC1CCCCC1
#48 CO[C@H]1CN(C)C(=O)c2ccc(NS(C)(=O)=O)cc2OC[C@H](C)NC[C@@H]1C

Compound,51,49,48
Pf Dd2 inh,-73.2,-3.9,-23.5
C diff HTS,-11.9,-3.5,-1.8
Tcruzi prolif,128.0*,57.8,.
KDM4C inh,-1.2,1.1,.

Not a hit list. Share with any hit: about 7%.
